NF-kB expr up – NF-kB expression increase, human neuronal cells; NF-kB reporter expression; active compounds read high; fold change at 12.5 µM; 1.6% of 190,000 active; AID 1239; in the data active means fold change above about 3.3
STAT3 blocker – reduces IL-6 driven STAT3 reporter signal; U3A cells, IL-6 STAT3-luciferase reporter, luminescence; host cell line lacks STAT1; inhibition, % at 5.5 µM; 0.89% of 190,000 active;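 active means inhibition above the mean inhibition across all screened compounds plus 3 SD, cut at about 44% in these data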;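 further: 0% = DMSO only wells and 100% = 100 µM nifuroxazide control wells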
Redox H2O2 prof – compounds producing H2O2 with reducing agent – biochemical, NIH compound library profiling, artefact control for MLSCN library redox annotation, primary screen; DTT-dependent redox cycling H2O2, phenol red/HRP absorbance; 100% = 100 µM peroxide control, 0% = buffer; activation, % at 10 µM; 0.03% of 200,000 active;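 active means activation of at least 50% relative to the plate's high and low controls in the primary single-dose screen; inactive means activation below 50%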;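 further: compound incubated with DTT at 0.8 mM final as the reducing agent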
TLR4-MyD88 BLA – inhibitors of human TLR4-MyD88 binding. O00206+Q99836. inhibition, % at 8.4 µM. 0.18% of 200,000 active. AID 861. HeLa CL3-4 TLR4/MyD88 BLA complementation, FRET ratio; in the data active means inhibition above about 25%;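 further: 0% = vehicle and 100% = reference inhibitor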
Target sequence (O00206 whole entry, looked up): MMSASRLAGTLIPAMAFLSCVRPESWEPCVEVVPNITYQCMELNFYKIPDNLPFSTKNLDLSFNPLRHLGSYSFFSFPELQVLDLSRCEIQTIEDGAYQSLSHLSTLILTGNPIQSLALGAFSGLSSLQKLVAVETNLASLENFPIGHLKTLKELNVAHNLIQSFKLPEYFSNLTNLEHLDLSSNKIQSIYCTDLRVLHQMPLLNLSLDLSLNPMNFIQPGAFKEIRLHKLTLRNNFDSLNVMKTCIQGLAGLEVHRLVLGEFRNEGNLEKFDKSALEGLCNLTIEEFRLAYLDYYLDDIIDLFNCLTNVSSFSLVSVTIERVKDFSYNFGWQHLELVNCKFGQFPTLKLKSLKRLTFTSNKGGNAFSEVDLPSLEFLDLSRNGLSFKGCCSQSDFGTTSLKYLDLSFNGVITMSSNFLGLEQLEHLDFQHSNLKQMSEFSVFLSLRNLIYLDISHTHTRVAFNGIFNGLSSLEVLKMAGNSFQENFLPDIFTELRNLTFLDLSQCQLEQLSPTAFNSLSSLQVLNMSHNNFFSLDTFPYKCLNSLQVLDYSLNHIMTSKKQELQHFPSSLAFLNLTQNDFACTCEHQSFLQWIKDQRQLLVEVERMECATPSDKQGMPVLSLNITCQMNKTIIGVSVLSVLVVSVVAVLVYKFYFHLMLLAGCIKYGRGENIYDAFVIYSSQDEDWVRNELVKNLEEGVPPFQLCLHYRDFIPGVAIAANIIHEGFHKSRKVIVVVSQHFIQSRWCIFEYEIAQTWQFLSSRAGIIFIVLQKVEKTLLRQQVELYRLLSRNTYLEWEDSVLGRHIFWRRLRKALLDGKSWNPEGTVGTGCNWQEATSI
Target sequence (Q99836 whole entry, looked up): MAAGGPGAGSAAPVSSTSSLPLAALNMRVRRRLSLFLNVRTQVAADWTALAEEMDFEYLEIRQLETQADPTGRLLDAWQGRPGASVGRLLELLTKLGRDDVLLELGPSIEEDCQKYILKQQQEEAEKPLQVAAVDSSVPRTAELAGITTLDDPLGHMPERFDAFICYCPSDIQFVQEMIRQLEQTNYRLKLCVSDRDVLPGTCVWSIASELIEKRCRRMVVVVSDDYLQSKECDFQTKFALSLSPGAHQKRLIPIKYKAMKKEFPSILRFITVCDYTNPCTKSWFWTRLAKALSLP
STAT1 activator – STAT1 signaling activation | NIH 3T3 STAT1-luciferase reporter, IFN-gamma, luminescence; 100% = IFN-gamma alone, no compound | activation (% of control), % at 5.5 µM | 2.6% of 200,000 active | AID 932;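 active means activation above the screen-wide mean activation plus 3 SD, cut at about 130% in these data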;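 further: raw ratio to IFN-gamma control signal so 100% means no change and 0% no light; values of inactives mirror those of a sister screen read the other way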
STAT1 inh – inhibitors of IFN-gamma induced STAT1 signaling; NIH 3T3 STAT1-luciferase reporter, luminescence; inhibition, % at 5.5 µM; 0.35% of 200,000 active;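 active means inhibition above a set limit, the mean inhibition across all tested compounds plus 3 SD, cut at about 34% in these data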;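 further: 0% = IFN-gamma with DMSO and 100% = IFN-gamma with 300 µM nifuroxazide; values of inactives mirror those of a sister screen read the other way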
HMGR II inh – blocks class II HMG-CoA reductase of Enterococcus faecalis; 0.41% of 190,000 active; purified E. faecalis HMGR, NADPH absorbance 340 nm kinetic; inhibition, % at 10 µM;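 active means inhibition above a set limit, the median over all tested compounds plus 3 SD, cut at about 9.5% in these data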;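 further: enzyme runs in reverse so mevalonate oxidation gives rising NADPH absorbance; 0% = complete reaction with DMSO and 100% = background rate lacking mevalonate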
STAT3 activator – increases IL-6 driven STAT3 reporter signal. 0.91% of 190,000 active. U3A cells, IL-6 STAT3-luciferase reporter, luminescence; 100% = signal with IL-6 EC80 alone. activation (% of control), % at 5.6 µM;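 active means activation above the screen-wide mean of compound activation plus 3 SD, cut at about 130% in these data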;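 further: 0% = background luminescence of wells with medium and substrate only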
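Assay system – human STAT1-deficient U3A cells with stable STAT3-luciferase reporter · Also added – IL-6 (33 ng/mL) · Schedule – compound 1 h, then IL-6 6 h at 37 °C · Technique – reporter luminescence signal · Evaluation – % activation versus median of IL-6-stimulated wells · Benchmarks – IL-6-only wells as 100% reference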
Hsp70 act – switches on Hsp70 transcription; HeLa Hsp70 promoter luciferase reporter, luminescence; scaled: vehicle 0, proteasome-inhibitor control 100%; 0.04% of 200,000 active; activation, % at 10 µM;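 active means activation above the mean across all tested compounds plus 3 SD, cutoff set per campaign, cut at about 5.5% in these data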;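 further: 100% = MG132 at 30 µM as the positive control and 0% = DMSO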
APP 5'UTR act – APP 5'UTR luciferase reporter activation | SH-SY5Y APP 5'UTR luciferase reporter, luminescence; zero percent = DMSO vehicle wells | activation, % at 2 µM | 1% of 190,000 active;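 active means activation above a set limit, based on mean plus 3 SD of controls, cut at about 140% in these data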; further: values of inactives mirror those of a sister screen read the other way
Starred values were filed as active, the others as inactive; nt = not tested or not shown. Not a hit list; about 5.6% have a hit in one of these screens.

Every second line gives: NF-kB expr up	STAT3 blocker	Redox H2O2 prof	TLR4-MyD88 BLA	STAT1 activator	STAT1 inh	HMGR II inh	STAT3 activator	Hsp70 act	APP 5'UTR act
Cc1sc2ncnc(N(C)Cc3cccs3)c2c1C
    1.1	20	0.0	4	102	6	-7	85	-0.4	10
Cc1cc(C)c(/C=N/NC(N)=O)c(C)c1/C=N/NC(N)=O
    0.88	-13	-1.1	3	97	5	-11	121	-0.2	11
Cc1ccc(S(=O)(=O)NC(=O)c2ccccc2)cc1C(C)C
    1.4	0	-0.3	-9	104	-6	-2	102	0.4	-19
COc1ccc(CN=C(NS(=O)(=O)c2cccs2)SC)cc1
    0.9	0	0.4	9	97	3	-1	96	-0.2	9
O=C(Nc1ccccc1)c1ccncc1
    1.2	-1	0.4	-7	104	-4	-3	101	-0.1	14
CC(=O)C1=C(C)N(CC2CC2)C(=O)N[C@H]1c1cccs1
    1.1	-2	0.5	-3	93	7	-5	99	-0.2	-1
Cc1cc(C)nc(NC(N)=NCCc2c[nH]c3ccccc23)n1
    0.76	46*	0.2	-1	66	37*	-2	63	0.2	-2
N#CC(C(=O)OC1CCCCC1)c1nc2ccccc2nc1N1CCOCC1 (configuration not stated)
    1.3	6	1.7	9	104	-4	-7	99	0.1	-3
Cc1cc(C(=O)Cn2nnc3ccccc3c2=O)c(C)n1-c1ccccc1F
    1.7	22	0.2	-8	129*	-32	-5	86	-0.2	197*
COc1ccc(NC(=O)Nc2cc(NC(=O)Nc3ccc(OC)cc3)c(C)nc2C)cc1
    0.99	28	0.2	4	108	-9	-5	78	-0.1	8
COc1ccccc1CN1CCNC(=O)C1CC(=O)NCCCn1cccn1 (configuration not stated)
    1.1	7	-1.5	-2	94	5	1	98	0.0	26
O=C(COc1c(Cl)cc(Cl)cc1Cl)c1ccc(Cl)cc1
    1.1	1	1.3	-3	97	4	-4	97	-0.5	17
COC(=O)c1c(C#N)c(N)nc2c1CCC2
    0.92	4	0.5	1	95	5	-6	100	-0.5	12
Cc1cccc(Cc2nnc(CCC(=O)N3CCCCC3c3nccs3)o2)c1 (configuration not stated)
    1.1	2	-1.3	-8	107	-9	2	103	-0.2	-7
CC(C(=O)Nc1ccc(S(=O)(=O)N2CCCCC2)cc1)N1CCN(c2ccccn2)CC1 (configuration not stated)
    1.5	-4	0.1	-4	96	1	2	107	-0.1	-1
O=C1CN(S(=O)(=O)c2ccc(F)cc2)CC(=O)N1CCc1ccccc1
    1.2	-2	0.4	1	106	-7	-5	105	0.4	-5
O=C(CSCC(=O)N1CCOCC1)Nc1ccccc1
    1.1	10	-0.1	1	102	-3	4	95	0.4	-7
O=C(Nc1nnc(CC(c2ccccc2)c2ccccc2)s1)c1ccco1
    1	0	6.9	-3	94	7	-3	100	0.1	nt
O=C(O)Cc1ccc(C(=O)c2ccc(Cl)cc2Cl)s1
    1.1	0	-2.0	5	96	3	-2	106	-0.1	10
O=C(NCCCN1CCCCCC1)c1ccc(N2CCCC2=O)cc1
    1.1	0	3.4	4	100	0	-1	105	0.0	9
O=C(NCc1ccco1)c1cccnc1-c1nc2ccccc2s1
    0.89	-3	2.7	-12	99	1	-7	105	-0.4	4
COC(=O)C1CCN(C(=O)CSc2ccccc2)CC1
    1.2	-7	0.2	-3	103	-4	-7	106	-0.4	-10
CCn1c(SCC(=O)c2ccccc2)nc2ccccc2c1=O
    1.2	24	-1.7	4	104	-5	1	85	0.6	-2
O=c1c(-c2nc3ccccc3s2)cccn1Cc1ccc(Cl)cc1
    1.1	5	1.0	-78	121	-23	-5	100	0.4	7
Cc1c(NC(=O)CSc2nc3ccccc3n2C)c(=O)n(-c2ccccc2)n1C
    1.1	-12	-0.4	-2	108	-8	1	112	-0.1	9
N#Cc1c(NC(=O)CSCC(=O)O)sc2c1CCCC2
    1.2	7	1.4	1	101	-2	-4	98	-0.3	11
COc1cc(S(=O)(=O)N2CCN=C2c2ccccc2)ccc1F
    1.4	-6	2.1	-3	100	0	1	109	0.2	9
CCOC(=O)C1=C(C)N(CCCC(=O)O)C(=O)NC1c1ccccc1OS(=O)(=O)c1ccc(C)cc1 (configuration not stated)
    1.1	-4	0.2	-11	97	3	-8	101	-0.5	-9
O=[N+]([O-])c1ccc(N2CCN(C(=S)NCc3ccc(Cl)cc3)CC2)cc1
    0.45	28	-0.7	-4	80	21	-7	83	0.0	3
O=C(NCCCN1CCOCC1)C1(c2ccccc2)CCCC1
    1.3	1	0.1	2	104	0	-1	100	0.0	-7
O=C(Nc1ccccc1)Nc1ccc(C(=O)N2CCOCC2)cc1
    1.4	7	1.0	-5	113	-14	0	98	0.0	55
COc1ccc(C)cc1NC(=O)c1ccc(CN2CCN(c3ccccc3)CC2)cc1
    0.87	12	-0.5	4	106	-7	-3	89	-0.2	3
O=S(=O)(Nc1ccncc1Cl)c1ccc2ccccc2c1
    1.3	0	-0.2	-8	94	5	-1	102	-0.3	14
CCC(=O)Nc1nc2nc(-c3ccccc3)cc(-c3ccccc3)n2n1
    1	9	-0.2	-3	104	-5	-1	95	-0.1	-8
CCC1(C)N=c2c(c(=O)n(C)c(=O)n2C)=NO1 (configuration not stated)
    1.2	-13	0.4	1	105	-5	-3	109	-0.2	-8
CCCN(CCC)CCCn1c(=O)[nH]c2ccccc21
    1.2	-3	0.3	11	103	-6	4	107	-0.2	5
CCc1ccc(C(C)NC(=O)C2(C)CC2(Br)Br)cc1 (configuration not stated)
    1.1	4	0.1	5	94	6	-6	102	-0.3	-9
COc1ccc(CSc2nnc3[nH]c(=O)cc(N)n23)cc1
    0.88	-1	-0.3	-8	99	-2	-9	105	0.0	3
CCc1ccc(-n2c(Cc3ccccc3)n[nH]c2=S)cc1
    1.2	-2	0.3	6	99	-2	1	106	0.1	7
CCC(=O)N1CC2(C)CN(C(=O)CC)CC(C)(C1)C2
    1.2	9	-0.2	-3	97	3	-2	98	-0.3	25
CC1CN(C(=O)c2cccn(Cc3c(Cl)cccc3Cl)c2=O)CC(C)O1 (configuration not stated)
    1.1	-1	-0.2	5	98	0	-8	107	-0.2	15
Cc1cccc(CCN(Cc2cc3cccc(C)c3[nH]c2=O)C(=O)N2CCOCC2)c1
    0.53	-4	1.3	6	99	1	-3	106	0.1	21
Cc1ccc(-c2nn(-c3ccccc3)cc2NC(=O)c2ccccc2)cc1
    1.3	1	0.0	-4	93	9	-5	97	0.1	-12
Cc1ccccc1Cn1c(CN2CCN(c3ccc(F)cc3)CC2)nc2c1c(=O)n(C)c(=O)n2C
    0.87	9	-0.3	6	99	2	1	93	-0.4	23
COc1ccc(NS(=O)(=O)c2ccc3oc4ccccc4c3c2)cn1
    1.1	11	0.5	-14	95	5	1	95	-0.3	-4
O=C(N=Nc1c(O)n(Cc2ccccc2)c2ccccc12)c1cc2ccccc2cc1O
    1.3	-10	1.0	0	110	-11	-2	104	-0.2	122
Cn1c(C(=O)OCC(=O)NCC2CCCO2)cc2sccc21 (configuration not stated)
    0.58	8	2.0	4	100	0	5	95	0.3	-14
CC(C)CN(C(=O)COC(=O)CNC(=O)c1ccccc1F)C1CCS(=O)(=O)C1 (configuration not stated)
    0.94	-2	-0.1	-3	98	2	0	108	0.0	3
Cc1ccsc1/C=N/NC(=O)Cn1cnc2ccccc21
    1.1	7	-0.2	8	106	-7	-1	93	-0.1	-9
CCc1ccccc1N1C(=O)c2cccc3c(N4CCOCC4)c([N+](=O)[O-])cc(c23)C1=O
    0.75	12	-4.8	-20	92	9	1	94	-0.1	9
CC(C)(C)NC(=O)c1cccc(NC(=O)Cc2cccs2)c1
    0.94	-1	7.3	2	89	11	-3	106	-0.1	-12
Cc1ccc(CS(=O)(=O)c2ncn[nH]2)cc1
    1.1	8	-0.5	4	102	-2	-1	101	-0.1	-7
CCOC(=O)c1cnc(SC)nc1Oc1cccc(NS(=O)(=O)c2ccc(Cl)cc2)c1
    0.64	14	1.2	8	97	4	-9	91	-0.2	8
O=C(c1cccc(F)c1)N1CCc2ccccc2C1
    1.8	-2	0.9	1	106	-7	-6	101	-0.5	14
Cc1cc(=O)n2nc(N3CCC(C(=O)NC4CCCc5ccccc54)CC3)sc2n1 (configuration not stated)
    0.87	0	-0.8	11	102	-4	2	103	-0.2	-8
CCOC(=O)C1CCCN(C(=O)c2cc3c(=O)n(C)c4ccccc4c3n2C)C1 (configuration not stated)
    0.56	12	-0.7	-7	93	7	-3	97	-0.2	-14
CC(C)c1ccc(/C=N/NC(=O)CC(=O)NCc2ccccc2)cc1
    1.1	0	-0.5	-3	104	-5	0	112	-0.1	-2
CC(CC(=O)NC1CCSC1=O)c1ccccc1 (configuration not stated)
    1.2	12	2.2	-2	92	8	-1	93	-0.3	-13
Cc1ccc(-c2nn(-c3ccccc3)cc2/C=C/C(=O)OCC(=O)NC2CC2)o1
    1.2	23	-2.4	2	96	4	-1	84	0.0	-18
Fc1ccccc1Cn1nnc2c(-n3ccnc3)ncnc21
    1.3	9	0.0	-20	101	-2	-1	98	0.0	-2

Following part
Every second line gives: NF-kB expr up	STAT3 blocker	Redox H2O2 prof	TLR4-MyD88 BLA	STAT1 activator	STAT1 inh	HMGR II inh	STAT3 activator	Hsp70 act	APP 5'UTR act
CC(C)(CO)NC(=O)C(c1ccccc1)c1ccccc1
    1.2	11	-0.8	3	93	7	0	94	-0.2	19
CC(C)Oc1ccc(/C=N/NC(=O)C(CSCc2ccccc2)NC(=O)c2ccc([N+](=O)[O-])cc2)cc1 (configuration not stated)
    0.87	9	-0.3	-15	89	12	4	95	-0.4	11
OC(COCc1ccccc1)CN1CCN(Cc2ccc3c(c2)OCO3)CC1 (configuration not stated)
    nt	10	-1.6	-1	104	-4	-5	96	0.1	15
CC(C)N(C(=O)CSc1nnc(NC(=O)c2ccco2)s1)C(C)C
    1.4	5	0.0	-10	98	2	-2	102	-0.2	2
Cc1c(Br)ccc(NC(=O)CCN2C(=O)C3C4CCC(C4)C3C2=O)c1C (configuration not stated)
    1.3	3	-0.7	-3	101	-2	nt	103	-0.2	-9
CCOC(=O)C(C)/C(C)=N/NC(N)=S (configuration not stated)
    0.99	-1	0.0	-3	104	-4	0	99	-0.6	12
CCCN(CCC)C(=O)C1CC(=O)OC12CCCCC2 (configuration not stated)
    1.3	7	-1.6	11	98	2	-11	97	-0.1	18

3 of the entries above in order of the TLR4-MyD88 BLA value, largest number first.
| Compound | NF-kB expr up | Redox H2O2 prof | TLR4-MyD88 BLA | STAT1 activator | STAT1 inh | HMGR II inh | STAT3 activator | Hsp70 act | APP 5'UTR act |
| --- | --- | --- | --- | --- | --- | --- | --- | --- | --- |
| Cc1ccccc1Cn1c(CN2CCN(c3ccc(F)cc3)CC2)nc2c1c(=O)n(C)c(=O)n2C | 0.87 | -0.3 | 6 | 99 | 2 | 1 | 93 | -0.4 | 23 |
| Cc1cc(C(=O)Cn2nnc3ccccc3c2=O)c(C)n1-c1ccccc1F | 1.7 | 0.2 | -8 | 129* | -32 | -5 | 86 | -0.2 | 197* |
| CC(C)N(C(=O)CSc1nnc(NC(=O)c2ccco2)s1)C(C)C | 1.4 | 0.0 | -10 | 98 | 2 | -2 | 102 | -0.2 | 2 |

Assay outcomes: PubChem BioAssay, several laboratories
